Compound activity (PubChem)
NPR2 activator – human GC-B receptor activators, primary screen, HEK293 GC-B cells, cGMP TR-FRET, EC30 CNP. 370,000 tested, 0.11% active. activation, % at 10 µM. 0% at EC30 CNP, 100% saturating CNP;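 active = activation at 10 µM reaching about 35% in either raw or pattern-adjusted values, limit read from the data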
NPR1 activator – GC-A stimulated cGMP production enhancers – HEK293 GC-A cells, cGMP TR-FRET, EC30 ANP, primary screen | Atrial natriuretic peptide receptor 1 (Homo sapiens), P16066 | 0% at EC30 ANP, 100% saturating ANP | activation, % at 10 µM | 370,000 tested, 0.14% active; in the data active = activation above about 40%
Rev-erbA mod – modulators of Rev-erb alpha DNA binding, primary screen, biochemical, FITC-DNA, fluorescence polarization, uHTS | activity, % at 10 µM | AID 1259318, 2017 | Rev-erbα–FITC-DNA binding, 90 min | Nuclear receptor subfamily 1 group D member 1 (Homo sapiens), P20393 | 370,000 tested, 0.79% active;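 active = activity above about 14%, limit read from the data; passing the limit was not always enough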;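 note: 0% = DMSO wells with 35 nM protein and 100% = DMSO wells with 750 nM protein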
ASAP1 GAP inh – inhibitors of human ASAP1 ArfGAP activity, primary screen, biochemical, fluorescence polarization | Arf-GAP with SH3 domain, ANK repeat and PH domain-containing protein 1 (Homo sapiens), … | ASAP1-stimulated ARF1 GTP hydrolysis, GDP FP detection | inhibition, % at 16.5 µM | 360,000 tested, 0.19% active; in the data active = inhibition above about 25%;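 note: 0% = vehicle with enzyme and substrate and 100% = no enzyme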
rCAG binder – binders of r(CAG) RNA repeats, primary screen, biochemical, fluorescence. r(CAG) RNA repeat, TO-PRO-1 dye displacement fluorescence. inhibition, % at 3 µM. 370,000 tested, 1.3% active. AID 651821, 2012;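 active = inhibition above the plate cutoff, the mean of all test compounds on that plate plus 3 SD, cut at about 35% in these data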;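 note: 0% = DMSO alone and 100% = 100 µM mitoxantrone as full dye displacement; higher means more dye released from RNA so lower well fluorescence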
ARFGAP1 inhibitor – inhibitors of rat ARFGAP1 GAP activity, primary screen, biochemical, fluorescence polarization, GDP tracer; ADP-ribosylation factor GTPase-activating protein 1 (Rattus norvegicus), Q62848; Arfgap1-stimulated ARF1 GTP hydrolysis, GDP FP detection; inhibition, % at 16.5 µM; 360,000 tested, 0.26% active;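 active = inhibition above a per-plate limit, mean inhibition of low control wells plus 3 SD, cut at about 25% in these data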;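 note: 0% = DMSO wells with enzyme and 100% = wells lacking Arfgap1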
Target sequence (Q62848 1-136 limits assumed): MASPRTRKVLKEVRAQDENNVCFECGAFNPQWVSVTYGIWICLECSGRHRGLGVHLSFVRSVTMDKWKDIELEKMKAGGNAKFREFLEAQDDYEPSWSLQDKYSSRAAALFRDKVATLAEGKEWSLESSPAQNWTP
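Material – truncated rat Arfgap1 GAP domain · Buffer or medium – HEPES-based buffer, pH 7.5 · Reagent – human ARF1(Δ1-17)-GTP substrate · Dosing – 16.5 µM single point, 1.26% DMSO · Schedule – GTP hydrolysis reaction 2 h at 25 °C · Technique – GDP detection by fluorescence polarization · Benchmarks – No-Arfgap1 wells (100%) versus DMSO full-reaction wells (0%) · Repeats – single replicate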
HTRA1 inh – HTRA1 serine protease inhibitors, primary screen, biochemical, fluorescence polarization, HTS. recombinant HTRA1, FP-rhodamine activity-based probe. inhibition, % at 5.96 µM. Q92743. 340,000 tested, 0.5% active. AID 504803, 2011; in the data active = inhibition above about 36%;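 note: 0% = enzyme with DMSO and 100% = wells lacking enzyme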
Target sequence (Q92743 whole entry, looked up): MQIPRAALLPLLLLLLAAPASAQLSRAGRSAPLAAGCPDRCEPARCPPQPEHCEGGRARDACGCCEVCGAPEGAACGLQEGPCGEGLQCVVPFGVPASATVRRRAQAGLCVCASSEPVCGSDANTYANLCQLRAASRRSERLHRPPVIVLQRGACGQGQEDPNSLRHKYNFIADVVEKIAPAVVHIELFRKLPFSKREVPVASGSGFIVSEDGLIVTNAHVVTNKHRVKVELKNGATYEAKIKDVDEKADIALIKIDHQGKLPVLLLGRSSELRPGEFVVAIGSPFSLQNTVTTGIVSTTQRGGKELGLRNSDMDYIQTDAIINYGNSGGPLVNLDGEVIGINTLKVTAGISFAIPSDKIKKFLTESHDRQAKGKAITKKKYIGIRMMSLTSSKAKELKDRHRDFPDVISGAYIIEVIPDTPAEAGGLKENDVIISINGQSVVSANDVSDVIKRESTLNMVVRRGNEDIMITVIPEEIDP
SMARCA2 act – SMARCA2 (BRM) function activators, primary screen, cell-based, luminescence, high throughput; 370,000 tested, 1% active; AID 652017, 2013; activation, % at 9.1 µM; MG213 cells, MMTV-luciferase reporter, dexamethasone, overnight; in the data active = activation above about 7.8%;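 note: 0% = vehicle wells and 100% = reference activator wells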
PG9 binder – binders of HIV-1 gp120 antibody PG9, primary screen, biochemical, TR-FRET; inhibition, % at 6.7 µM; 360,000 tested, 0.43% active; AID 624416, 2012; TR-FRET gp120-PG9 antibody binding; HIV-1 gp120 / PG9 antibody interaction; in the data active = inhibition above about 8.5%
mABHD4 FP – ABHD4 inhibitors, primary screen, biochemical, fluorescence polarization, mouse; (Lyso)-N-acylphosphatidylethanolamine lipase (Mus musculus), Q8VD66; purified mABHD4, FP-Rh probe fluorescence polarization; inhibition, % at 8.92 µM; 370,000 tested, 0.54% active; AID 720543, 2013;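 active = inhibition exceeding the mean over every tested compound plus 3 SD, cut at about 30% in these data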;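 note: 0% = plate median of compound wells and 100% = S159A mutant with DMSO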
Target sequence (Q8VD66 whole entry, looked up): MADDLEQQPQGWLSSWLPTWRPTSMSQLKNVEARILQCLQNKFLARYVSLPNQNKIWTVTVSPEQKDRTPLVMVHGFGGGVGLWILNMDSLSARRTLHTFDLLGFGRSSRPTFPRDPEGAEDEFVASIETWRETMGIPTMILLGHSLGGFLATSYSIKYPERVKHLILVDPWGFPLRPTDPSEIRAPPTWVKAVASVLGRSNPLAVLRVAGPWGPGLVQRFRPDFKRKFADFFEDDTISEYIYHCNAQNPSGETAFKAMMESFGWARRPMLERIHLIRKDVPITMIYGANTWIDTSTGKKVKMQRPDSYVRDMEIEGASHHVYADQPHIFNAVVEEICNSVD
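Assay system: Wild-type mouse ABHD4 protein | Medium: HEPES pH 7.0 buffer, 150 mM NaCl, 0.01% Pluronic F-127 | Incubation: Enzyme–compound pre-incubation 45 min, then probe 60 min, both 25 °C | Technique: Fluorescence polarization with parallel and perpendicular emission, 525/598 nm | Evaluation: % inhibition of FP-Rh probe binding versus controls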
Starred values were filed as active, the others as inactive; . = not tested or not shown.

SMILES	NPR2 activator	NPR1 activator	Rev-erbA mod	ASAP1 GAP inh	rCAG binder	ARFGAP1 inhibitor	HTRA1 inh	SMARCA2 act	PG9 binder	mABHD4 FP
O=C(Nc1nc(-c2ccccn2)cs1)c1cccc(S(=O)(=O)N2CCOCC2)c1	3	0	-3	6	13	9	-4	-3	1.8	-7
COc1ccc(OC)c(-c2c3c([nH]c(=S)c2C#N)CCCC3)c1	-8	3	1	-7	14	-10	-6	0	1.8	2
O=C(COC(=O)C1CCN(c2ccc(C(F)(F)F)cn2)CC1)c1ccc(F)cc1	-3	-5	8	3	-6	-7	-3	-1	0.4	-12
O=C(CSCc1c(F)cccc1Cl)NCCSCc1ccco1	1	4	4	-6	-1	-8	-3	-2	1.0	4
CCN(CC)c1cc(C)c2cc(NC(=O)c3ccccc3OC)ccc2n1	4	7	0	11	2	5	-6	0	-1.6	1
O=C(COC(=O)COc1ccc(Br)cc1)Nc1ccc2c(c1)OCCO2	-2	1	0	12	1	-3	-9	-1	1.0	4
CC(=O)c1ccccc1N(C(=O)Cn1nnc2ccccc21)C(C(=O)NCC1CCCO1)c1ccc(N2CCOCC2)cc1 (stereo unspecified)	-2	-4	3	-2	-4	-1	6	-3	0.2	0
COC(=O)Cn1nc(-c2ccccc2)c2ccccc21	3	4	-1	-8	-2	-7	-5	-2	-1.8	7
O=C(c1ccc(N2C(=O)CCC2=O)cc1)N1CCCSC1=Nc1ccccc1	4	3	-3	1	1	5	-5	-1	1.4	6
COc1ccc(OCCOC(=O)c2ccc(-n3cnnn3)cc2)cc1	-4	0	-2	-13	0	-6	-9	-1	-0.6	-13
COC(=O)Cc1cccc2c(=O)c3ccccc3oc12	-2	-3	-4	-3	-2	4	1	-1	1.1	-6
O=C(O)c1cccc(-c2ccc(/C=N/NC(=O)c3cccnc3)o2)c1	3	0	0	-14	0	5	3	3	-3.9	-14
Cc1ccccc1N1C(=O)c2ccccc2NC1c1ccncc1 (stereo unspecified)	-12	-3	0	-6	-1	-4	6	-1	0.0	0
O=C(Cc1ccccc1)NC(C(=O)O)C(O)c1ccc([N+](=O)[O-])cc1 (stereo unspecified)	5	-1	-1	-2	4	16	0	-1	-0.8	3
COc1ccc(OCc2cccc(C(=O)Nc3cc(C)on3)c2)cc1	-3	1	-4	-3	6	5	-12	3	-1.3	-3
Fc1cc(F)c2nc(N3CCCC3)sc2c1	-3	-2	0	-6	-1	2	-3	8.4*	0.2	-5
CCCC1CCC2(CCCN2CCOC(=O)Nc2ccc(F)cc2)CC1 (stereo unspecified)	-5	-3	-3	.	.	.	.	.	.	4
C=CCN(C(=O)CCC(=O)Nc1cc(C)on1)C(C(=O)NC(C)(C)C)c1ccc(OC)cc1 (stereo unspecified)	-5	-7	-3	-3	-5	2	1	-2	-2.1	9
C/C(=N\N1CCN(C)CC1)c1ccc(Cl)c(Cl)c1	-1	3	-5	1	-2	-9	1	0	-2.8	2
Cc1nn(Cc2c(F)c(F)c(F)c(F)c2F)c(C)c1NC(=O)c1ccc(COc2ccccc2Cl)cc1	-2	17	4	3	4	5	0	2	-4.0	7
CC(CNC(=O)COC(=O)c1cccnc1Cl)c1ccccc1 (stereo unspecified)	5	3	-4	-5	-7	-1	5	-2	-0.9	2
CSc1nnc(-c2cc(-c3ccc(C)cc3)nc3ccccc23)o1	1	0	1	0	-2	-7	1	-2	-1.5	1
Cc1noc(NS(=O)(=O)c2ccc(NC(=O)/C=C/c3ccc(Cl)cc3Cl)cc2)c1C	1	-5	1	-5	25	-5	-25	-2	-0.9	1
Cc1ccc2nc(SCC(=O)NC3CCCCC3)nc(=O)n2c1	-1	2	-4	-6	-2	10	-2	2	-3.5	-1
c1ccc(C2(CNc3ccccn3)CCCC2)cc1	-7	-9	1	-4	-5	7	-3	-1	-1.6	2
O=C(Nc1ccccc1)N(Cc1ccccc1)CC(O)C(F)(F)F (stereo unspecified)	-1	-2	3	-13	-4	7	-3	0	-2.4	6
CC(=O)NCCn1c(SCC(=O)NCC2CCCO2)nc2ccccc2c1=O (stereo unspecified)	3	2	-2	11	-2	3	8	3	-0.6	8
CCOC(=O)c1sc(N(Cc2ccccc2)C(=O)CSc2nnc(C3CC3)n2N)nc1C	5	5	5	3	-3	-10	-9	1	-1.8	-5
CCN(CC)CCNc1nc(-c2cccs2)c(CC(=O)O)s1	4	-2	1	7	0	10	7	-4	1.5	13
O=C(CCCCCN1C(=O)C2C3C=CC(C3)C2C1=O)Nc1ccccn1 (stereo unspecified)	9	3	-6	.	1	.	.	-2	.	1
COc1cc(/C=N/N2C(=O)c3ccccc3NC2(C)c2cccc([N+](=O)[O-])c2)cc(Br)c1O (stereo unspecified)	-10	-8	5	-3	12	4	0	-1	0.3	1
Cc1ccc(S(=O)(=O)NCC(=O)OCC(=O)Nc2ncc(Cl)cc2Cl)cc1	-4	1	3	-2	6	-9	2	3	-0.6	0
Cc1ccc(OCC(=O)NNC(=O)C2CCN(c3nccc(C)n3)CC2)cc1	2	0	-3	-13	-3	7	-1	-1	-0.1	-5
COCCCNC(=S)Nc1ccc(S(=O)(=O)Nc2cc(OC)nc(OC)n2)cc1	-3	2	-2	-14	6	-1	1	0	-2.2	-5
O=C(CCC(=O)OCC(=O)c1ccccc1)Nc1cccc2cccnc12	-1	-2	4	14	3	1	1	-3	0.5	4
O=C(NCc1cccc(Cl)c1)c1ccc2nc(N3CCOCC3)sc2c1	-4	15	3	17	2	-7	-18	-4	-1.5	-2
CC1=C(C(=O)OCC(C)C)C(c2cccc(F)c2)N2C(=O)C(C)SC2=N1 (stereo unspecified)	-10	-7	3	1	-1	-2	-28	0	0.5	-1
Cc1c(NC(=O)CCC2CCCCC2)c(=O)n(-c2ccccc2)n1C	-2	1	-5	-5	-8	-2	-2	0	0.1	0
Oc1c(/C=N/Nc2cccc3cccnc23)ccc2ccccc12	0	-5	2	15	18	9	18	1	-1.6	26
CC(=O)c1ccccc1NS(=O)(=O)c1ccccc1Cl	0	-2	-3	9	-5	10	-4	1	-0.1	2

Three compounds picked at random from the list so far:
SMILES	NPR2 activator	NPR1 activator	Rev-erbA mod	ASAP1 GAP inh	rCAG binder	ARFGAP1 inhibitor	HTRA1 inh	SMARCA2 act	PG9 binder	mABHD4 FP
Cc1ccc(S(=O)(=O)NCC(=O)OCC(=O)Nc2ncc(Cl)cc2Cl)cc1	-4	1	3	-2	6	-9	2	3	-0.6	0
CC(=O)c1ccccc1NS(=O)(=O)c1ccccc1Cl	0	-2	-3	9	-5	10	-4	1	-0.1	2
O=C(NCc1cccc(Cl)c1)c1ccc2nc(N3CCOCC3)sc2c1	-4	15	3	17	2	-7	-18	-4	-1.5	-2

Carrying on:
SMILES	NPR2 activator	NPR1 activator	Rev-erbA mod	ASAP1 GAP inh	rCAG binder	ARFGAP1 inhibitor	HTRA1 inh	SMARCA2 act	PG9 binder	mABHD4 FP
COc1ccc(C(C)(C)C)cc1NC(=O)COC(=O)c1nc2nccc(C)n2n1	-4	1	-1	-10	0	-7	4	0	-2.0	-2
CC1CC(C)CN(c2nc3c(c(=O)[nH]c(=O)n3C)n2CCCSc2nc3ccccc3s2)C1 (stereo unspecified)	-4	-6	-4	-16	0	-2	4	-1	-0.9	2
O=c1cc(O)c2ccccc2n1Cc1ccccc1Cl	2	6	-4	-5	5	4	2	-1	1.1	1
CCN(C)C1CN(Cc2cn(Cc3ccc(Cl)cc3)nn2)S(=O)(=O)C1 (stereo unspecified)	5	3	-2	2	1	0	.	-4	-1.3	4
COc1ccc(S(=O)(=O)N2CCN(c3ccccc3OC)CC2)cc1C(=O)N1CCCCC1	0	1	-2	-7	-3	0	-3	-5	-1.0	-1
O=C(c1ccccc1)N1CCN(C(=O)c2ccc3c(c2)OCO3)CC1	-3	4	-1	-9	-2	-6	1	1	-1.8	2
O=C(Nc1ccc(OC(F)F)c(Cl)c1)Nc1ccc2c(c1)OCO2	-1	-4	5	-3	7	-2	12	-2	0.4	5
Cc1cc(N2CCN(C(=O)/C=C/C(=O)O)CC2)c2ccccc2n1	6	3	1	-8	1	4	7	-1	-0.7	2
COc1ccc(/C=N/NC(=O)C(=O)N2CCCC2)cc1	1	2	0	-17	-3	3	2	0	-0.7	-2
CC(C)(C)c1ccc(C(=O)c2c[nH]c(C(=O)NCc3ccco3)c2)cc1	3	-2	-3	8	3	1	-5	1	1.6	-6
O=C(NCC1CCCO1)c1ccccc1NS(=O)(=O)c1cccs1 (stereo unspecified)	1	6	9	4	9	9	0	-2	1.1	5
Cc1c(N(C)S(=O)(=O)c2cc(C(=O)N3CCCC3)ccc2Cl)c(=O)n(-c2ccccc2)n1C	0	0	1	-7	-7	11	5	-1	-3.1	-2
CC(CC1C(C#N)=C(N)SC(N)=C1C#N)c1ccccc1 (stereo unspecified)	-1	0	-2	0	19	-8	-31	-1	0.6	-3
CCC(CC)C(=O)Nc1cccc(S(=O)(=O)c2cccc(NC(=O)C(CC)CC)c2)c1	6	-1	-1	-2	0	5	-6	-2	-1.8	-5
CC(C)CCNC(=O)c1cc2c(=O)n3ccccc3nc2s1	-1	11	0	0	2	-3	1	2	-0.8	-5
CCN(CC(=O)Nc1ccc(NC(C)=O)cc1)C(=O)c1cc2c(s1)CCCCC2	7	1	-4	-14	2	6	-2	-3	1.9	-2
CCN1CCN(Cc2c(O)ccc3c(=O)c(-c4ccccc4OC)coc23)CC1	-1	1	4	3	0	-6	0	1	-1.6	-3
COc1ccc(NC(C)=O)cc1NC(=O)CN1CCN(C(=O)c2ccco2)CC1	1	-2	1	2	-2	7	-7	-3	1.3	1
COc1cc(CNc2nnnn2C)ccc1OCc1c(F)cccc1Cl	.	.	.	5	-4	4	-2	-2	2.3	0
CCC(C)NC(=O)C1c2ccccc2Oc2ccccc21 (stereo unspecified)	-2	-2	4	7	1	-10	4	-4	0.9	-1
COc1ccc2oc(C(=O)OC(C)C(=O)Nc3ccc(N4CCOCC4)cc3)c(C)c2c1 (stereo unspecified)	-5	-6	-2	9	9	11	5	-3	-0.9	-12
COCCNC(=O)c1cc(-c2ccccn2)nc2ccc(S(=O)(=O)N3CCC(C)CC3)cc12	8	5	6	-7	-1	1	3	6	-1.4	3
O=C(Nc1ccccc1)c1cc(-c2ccccc2Cl)no1	-6	0	2	-6	4	0	-39	5	-0.6	-27

This is a random part of the collection (roughly 4.4% active in at least one column).
